Rhodamine autofl: qHTS Assay for Spectroscopic Profiling in Rhodamine Spectral Region; actives 0.05% (n = 59,000); Rhodamine-region fluorescence, 547/598 nm, Tris buffer; active compounds read high; AID 594, 2007; max dye-equivalent concentration, M; in the data active = max dye-equivalent concentration above about 11 nM; inconclusive = between about 1.1 nM and that limit
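Read-out is relative fluorescence at 547 nm excitation and 598 nm emission, expressed as dye-equivalent concentration using rhodamine standards on every plate. Each compound was profiled across a concentration series after 15 min in 100 mM Tris, pH 8.0.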
Tau fil binding: qHTS Assay for Tau Filament Binding; Microtubule-associated protein tau (Homo sapiens), P10636; recombinant tau filaments, thioflavin S fluorescence, 15 h; filaments grown with octadecylsulfate alongside compound; Potency, µM (highest dose often 57.1 µM), for inactives: top-dose activity change, negative = inhibition; actives 2% (n = 71,000);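 note: potency is the fitted concentration of half-maximal effect; % is set by controls: 0 for no effect and ±100 for the full control effect; actives lower thioflavin S fluorescence by blocking filaments or displacing dye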
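Tau 2 uM in ThS buffer dispensed; compound added; 60 uM ODS added (finals 1 uM tau, 30 uM ODS); 15 h 37 C; fluor ex450/em510.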
Texas Red fluor: qHTS Assay for Spectroscopic Profiling in Texas Red Spectral Region | Compound fluorescence, Texas Red channel, 547/618 nm; active compounds read high | max dye-equivalent concentration, M | actives 0.06% (n = 59,000) | AID 587, 2007; in the data active = max dye-equivalent concentration above about 10 nM; inconclusive = between about 1.1 nM and that limit
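Compound titrations in 100 mM Tris pH 8.0 were incubated 15 min at room temperature and read at 547 nm excitation / 618 nm emission. Texas Red six-point standard curve on each plate converted fluorescence to dye-equivalent concentration.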
Luciferase inh: qHTS Assay for Inhibitors of Firefly Luciferase; actives 2.2% (n = 72,000); Potency, µM (highest dose often 57.1 µM), inactives show at the highest dose activity change, negative = inhibition, most hits filed as inhibitors; AID 411, 2009; purified firefly luciferase, luminescence, 8 min; note: potency is the fitted concentration of half-maximal effect; % is set by controls: 0 for no effect and ±100 for the full control effect; nearly all actives have a fitted effect of over 40% in size
Target sequence (P08659 whole entry, looked up): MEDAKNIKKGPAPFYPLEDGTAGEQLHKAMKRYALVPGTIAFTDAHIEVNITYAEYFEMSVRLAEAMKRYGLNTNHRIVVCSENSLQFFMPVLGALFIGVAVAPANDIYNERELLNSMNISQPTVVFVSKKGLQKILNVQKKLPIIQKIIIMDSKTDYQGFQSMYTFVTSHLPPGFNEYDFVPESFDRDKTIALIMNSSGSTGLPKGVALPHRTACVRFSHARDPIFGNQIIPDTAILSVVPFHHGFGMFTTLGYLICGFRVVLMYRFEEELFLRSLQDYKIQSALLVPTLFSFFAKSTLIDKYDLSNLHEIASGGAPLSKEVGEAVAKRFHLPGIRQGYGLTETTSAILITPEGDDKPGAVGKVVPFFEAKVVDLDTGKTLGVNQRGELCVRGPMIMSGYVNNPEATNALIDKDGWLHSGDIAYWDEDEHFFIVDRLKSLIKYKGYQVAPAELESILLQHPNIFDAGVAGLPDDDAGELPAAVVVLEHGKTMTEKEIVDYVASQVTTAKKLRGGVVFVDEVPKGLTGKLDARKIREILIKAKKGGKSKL
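Inhibition of light generation by firefly luciferase from ATP and luciferin was profiled with concentration-response curves per sample, ATP held at 10 uM within the enzyme's linear range. Plates were read by luminescence after an 8-minute ambient incubation.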
ERK AVP inh: qHTS Assay for Inhibitors of the ERK Signaling Pathway using a Homogeneous Screening Assay | actives 0.99% (n = 72,000) | Potency, µM (series often up to 57.5 µM), for inactives: top-dose activity, negative = inhibition, hits mostly inhibitors | HEK293-V1b, vasopressin-stimulated pERK AlphaScreen; note: potency is the fitted concentration of half-maximal effect; % is set by controls: 0 for no effect and ±100 for the full control effect; nearly all actives have a fitted effect of over 55% in size
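Overnight-seeded V1b-HEK293 cells in 1% FBS got compound, then vasopressin (25 nM final, 5 min, 37C), then lysis buffer. AlphaScreen detection of phospho-ERK; activity normalized to basal and full-stimulation controls.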
Fluorescein autfl: qHTS Assay for Spectroscopic Profiling in Fluorescein Spectral Region; max fluorescein-equivalent concentration, M; actives 0.91% (n = 59,000); Compound autofluorescence, 480/540 nm, fluorescein-equivalent; active compounds read high; in the data active = max fluorescein-equivalent concentration above about 10 nM; inconclusive = between about 1.1 nM and that limit
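Spectral profiling of library compounds in the fluorescein window (480 nm excitation, 540 nm emission) after 15 min at room temperature in pH 8.0 Tris (100 mM). Values are dye-equivalent concentrations.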
HEK293 cAMP cs: qHTS Assay for Agonists of the Thyroid Stimulating Hormone Receptor: Activators of Intracellular cAMP Concentrations in Parental HEK 293; Potency, µM (top dose mostly 57.1 µM), for the others: at the highest dose activation, actives largely listed as activators; actives 2.5% (n = 73,000); parental HEK293 CNG cAMP sensor, membrane potential fluorescence; note: potency is the fitted concentration of half-maximal effect; % of control where 0% means no effect; nearly all actives have a fitted effect of over 55% in size
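Counterscreen for endogenous-receptor signalling: CNG-channel HEK 293 cells report cAMP rise by membrane depolarization. After 60 min dye equilibration with 100 uM RO 20-1724, compounds incubated 30 min before bottom-read fluorescence at 590 nm.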
A350 fluor: qHTS Assay for Spectroscopic Profiling in A350 Spectral Region | Compound autofluorescence, 340/450 nm, Alexa 350 dye-equivalents; active compounds read high | max dye-equivalent concentration, M | actives 11% (n = 59,000); in the data active = max dye-equivalent concentration above about 10 nM; inconclusive = mostly about 1.1 nM to 9.6 nM
4-MU autofl: qHTS Assay for Spectroscopic Profiling in 4-MU Spectral Region | max dye-equivalent concentration, M | compound autofluorescence, 340/450 nm, 4-MU equivalents; active compounds read high | actives 11% (n = 59,000); in the data active = max dye-equivalent concentration above about 10 nM; inconclusive = mostly about 1.1 nM to 9.6 nM
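Intrinsic fluorescence at 340/450 nm (ex/em) was read after 15 min at room temperature in pH 8.0, 100 mM Tris. Each compound concentration expressed as 4-MU-equivalent concentration from a six-point 4-MU standard series on each plate.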
Casp1 inh: qHTS Assay for Allosteric/Competitive Inhibitors of Caspase-1 | Potency, µM (titrated, usually from 57.5 µM), for the others: at the highest dose activity change, negative = inhibition, hits mostly inhibitors | actives 0.03% (n = 75,000) | P29466 | Caspase-1 enzyme, Ac-WEHD-AFC fluorogenic rate;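 note: potency is the fitted concentration of half-maximal effect; plate controls were vehicle for no effect and no substrate for full effect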
Target sequence (P29466 120-297 limits assumed): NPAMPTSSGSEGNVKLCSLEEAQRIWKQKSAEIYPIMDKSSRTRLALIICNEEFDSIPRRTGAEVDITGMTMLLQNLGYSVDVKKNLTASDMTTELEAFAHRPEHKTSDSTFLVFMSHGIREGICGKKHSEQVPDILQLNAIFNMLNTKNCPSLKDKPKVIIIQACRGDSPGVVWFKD
Target sequence (P29466 317-404 limits assumed): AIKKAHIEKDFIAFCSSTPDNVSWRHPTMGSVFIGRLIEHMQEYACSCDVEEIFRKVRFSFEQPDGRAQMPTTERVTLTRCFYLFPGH
Caspase-7 inhib: qHTS Assay for Allosteric/Competitive Inhibitors of Caspase-7; P55210; recombinant caspase-7, Ac-DEVD-AFC fluorescence rate; Potency, µM (series often up to 57.5 µM), for the others: top-dose activity change, negative = inhibition, usual class: inhibitors; actives 0.02% (n = 75,000); active = well fitted inhibition curve with a large enough effect in the main read-out, with a control signal flat, not every such curve was filed as active; inconclusive = small, poorly fitted or top-dose-only effect, or a change in a side signal; note: potency is the fitted concentration of half-maximal effect; % of control where 0% means no effect
* = called active by the depositor; i = inactive; ? = inconclusive; / = not tested or not shown; [ ] = another dose, or the depositor's remark. Unless noted, calls come from the whole dose curve; as a rule, active = well fitted curve in the direction sought with a large enough effect; inconclusive = small, poorly fitted or top-dose-only effect, or another doubt; inactive = no such curve, though single readings can be large; an effect the other way counts as inactive or inconclusive. Some of the compounds tested, so the mix of outcomes need not match the whole.

Molecule	A350 fluor	Texas Red fluor	Fluorescein autfl	ERK AVP inh	Luciferase inh	Casp1 inh	4-MU autofl	Tau fil binding	Rhodamine autofl	HEK293 cAMP cs	Caspase-7 inhib
CCc1nnc(NC(=O)CSc2nnc(CSc3nc(C)cc(C)n3)n2CC)s1	?	i	i	-14.0%	4.6%	3.7%	i	1.0%	i	4.6%	-2.0%
O=C(c1ccccc1)c1ccc(CN2C(=O)c3ccccc3C2=O)o1	i	?	i	-1.3%	-0.8%	-8.2%	i	-6.1%	i	17.7%	0.0%
CCCn1c(NCc2ccc(C)o2)nc2ccccc21	?	?	i	-2.0%	-1.5%	-2.2%	i	-9.4%	i	?	-2.7%
CCCn1cc(S(=O)(=O)CC(=O)N2CCc3ccccc32)c2ccccc21	?	i	i	30.4%[activator]	5.8%	-2.6%	i	1.2%	i	?	-0.5%
CCCCCCN1C(=O)C(O)=C(C(C)=O)C1c1ccc(Cl)cc1 (stereo not given)	/	/	/	-7.9%	2.4%	0.8%	/	-9.1%[11.4 µM]	/	4.7%[11.4 µM]	0.4%
Cc1cc(C)c2ccc(C)[n+]([O-])c2c1O	i	i	i	-11.3%	-0.6%	0.5%	i	-5.0%	i	1.2%	-1.7%
Cc1sc2nc(SCC(=O)NCCOCCO)n(C)c(=O)c2c1C	/	/	/	-30.3%	-7.9%	-1.3%	/	11.8%[11.4 µM]	/	-3.3%[11.4 µM]	0.2%
CCSc1nnc(NC(=O)NCC(F)(F)F)s1	i	i	i	/	2.2%[25.5 µM]	/	i	/	i	/	/

Four entries picked at random from the list so far:
Molecule	A350 fluor	Texas Red fluor	Fluorescein autfl	ERK AVP inh	Luciferase inh	Casp1 inh	4-MU autofl	Tau fil binding	Rhodamine autofl	HEK293 cAMP cs	Caspase-7 inhib
O=C(c1ccccc1)c1ccc(CN2C(=O)c3ccccc3C2=O)o1	i	?	i	-1.3%	-0.8%	-8.2%	i	-6.1%	i	17.7%	0.0%
Cc1cc(C)c2ccc(C)[n+]([O-])c2c1O	i	i	i	-11.3%	-0.6%	0.5%	i	-5.0%	i	1.2%	-1.7%
CCCCCCN1C(=O)C(O)=C(C(C)=O)C1c1ccc(Cl)cc1 (stereo not given)	/	/	/	-7.9%	2.4%	0.8%	/	-9.1%[11.4 µM]	/	4.7%[11.4 µM]	0.4%
CCc1nnc(NC(=O)CSc2nnc(CSc3nc(C)cc(C)n3)n2CC)s1	?	i	i	-14.0%	4.6%	3.7%	i	1.0%	i	4.6%	-2.0%

(listing goes on)
Molecule	A350 fluor	Texas Red fluor	Fluorescein autfl	ERK AVP inh	Luciferase inh	Casp1 inh	4-MU autofl	Tau fil binding	Rhodamine autofl	HEK293 cAMP cs	Caspase-7 inhib
COC(=O)CCCC[C@H]1SC[C@H]2NC(=O)N[C@]21O	i	i	i	-14.3%	4.3%	2.5%	i	-7.3%	i	-2.1%	0.8%
O=C(CP(=O)(CO)CO)c1ccc(Cl)cc1	i	i	i	-1.3%	1.1%	0.1%	i	-4.7%	i	3.6%	-1.8%
COC(=O)[C@H]1C[C@@H]1[C@H](NS(=O)(=O)c1ccccc1)c1ccccc1	/	/	/	-1.1%	/	2.2%	/	3.3%	/	?	3.3%
CC12COC3(C(=O)N4CCN(c5ccccn5)CC4)CC1CCC32C (stereo not given)	i	i	i	15.6%	2.8%	1.5%	i	7.5%	i	12.5%	0.4%
CC1=C(C(=O)OC2CCCCC2)C(c2cccnc2)n2ncnc2N1 (stereo not given)	i	i	i	-0.2%	3.5%	-2.4%	i	6.8%	i	5.2%	1.7%
CN(C)C(=O)Cn1c(SCC(=O)N2CCCc3ccccc32)nc2ccccc21	i	?	i	-13.4%	-2.5%	0.0%	i	13.9%	i	10.7%	-0.3%
COc1cc2ccccc2cc1C(=O)Nc1ccc(N2CCN(C)CC2)cc1	i	i	?	?	10µM*	-3.3%	i	3.16µM*	i	-40.2%[inhibitor]	-1.2%
O=C(NCCNC(=O)C1CC2CCC1C2)C1CC2CCC1C2 (stereo not given)	i	i	i	-10.1%	2.1%	0.5%	i	-9.0%	i	16.2%	-1.9%
CS(=O)(=O)c1ccc2nc(NC(=O)C3COc4ccccc4O3)sc2c1 (stereo not given)	i	?	?	-20.0%	?	0.7%	i	-4.1%	i	-8.8%	0.0%
O=C1CN(C(=O)COC(=O)Cc2ccsc2)c2ccccc2N1	i	i	i	-17.7%	0.2%	0.7%	i	-0.5%	i	2.7%	-0.6%
Cc1ccsc1-c1nc(CSCC(=O)NCc2ccc3c(c2)OCO3)c(C)o1	/	/	/	?	2.2%	-1.5%	/	24.0%	/	19.6%	-5.2%
c1ccc(-c2ccc(-c3ccc(C4=NCCN4)cc3)o2)cc1	5.22e-07M*	i	?	23.6%[11.5 µM]	-0.9%[11.4 µM]	?	4.78e-07M*	-12.3%[11.4 µM]	i	-0.3%[11.4 µM]	?
O=S(=O)(c1cccc(-c2nnc(-c3ccc(Br)cc3)o2)c1)N1CCCCCC1	/	/	/	-10.4%	-0.6%	-3.2%	/	44.3%	/	17.3%	-0.9%
O=C(Cc1ccccc1)Nc1c2c(nn1-c1cccc(Cl)c1)CS(=O)(=O)C2	i	i	i	1.1%	0.7%	-1.6%	i	-11.7%	i	?	0.1%
N#Cc1ccc(CN2CC3(CCN(C(=O)c4ccco4)CC3)C2)cc1	i	i	i	?	-0.6%[11.4 µM]	-1.6%	i	-0.3%	i	8.4%	1.1%
CN(C)c1nc(Nc2ccccc2)nc(Oc2ccc(=O)[nH]n2)n1	i	?	i	-6.8%	0.0%	-1.5%	i	-4.1%	i	3.4%	2.3%
Cc1cc(C)n(CC(=O)n2nc(C)cc2C)n1	i	i	i	/	0.6%[25.5 µM]	/	i	/	i	/	/
O=c1c(CCc2ccccc2)nc2cnc(N3CCNCC3)nc2n1Cc1ccc(F)cc1	1.42e-08M*	i	?	?	1.0%[11.4 µM]	-2.4%	1.51e-08M*	26.6%	i	8.0%	1.3%
O=c1[nH]c(SCc2ccc(F)cc2)nc2c1cnn2-c1ccc(F)cc1	/	/	/	/	0.6%	-1.1%	/	399.4%	/	3.4%	0.1%
Cc1nc(NC(=O)c2ccccc2)sc1-c1csc(NCc2ccco2)n1	2.02e-08M*	i	?	?	-13.6%	-18.5%	2.13e-08M*	?	i	-18.2%	-3.0%
CCOC(=O)C1=C(C)NC(=O)NC1c1cc(C)sc1C (stereo not given)	?	i	?	-17.2%	0.3%	-0.4%	i	-18.5%	i	-3.6%	-0.9%
O=C(NCc1ccco1)c1cc(-c2ccccc2)c(N2CCOCC2)s1	?	i	i	9.8%	-2.6%	-8.2%	?	-21.4%	i	-0.5%	-2.2%
CN1C(=O)NC(c2ccccc2)C2=C1CN(Cc1ccco1)C2=O (stereo not given)	/	/	/	-3.6%	1.6%	1.9%	/	0.2%	/	3.3%	-2.0%
COC(=O)c1ccc(CSc2ncnc3c2oc2ccccc23)o1	i	i	i	12.2%	1.0%	-1.7%	i	16.5%	i	?	-1.0%
COC(=O)CCC(=O)c1oc2ccc(Br)cc2c1N	?	i	i	-14.0%	12.6µM*	-2.9%	1.79e-08M*	-2.0%	i	17.1%	-2.0%
Cc1cc(C(=O)CC#N)c(C)n1-c1ccc(OC(F)F)cc1	i	i	i	-7.0%	-0.3%	-0.7%	i	-11.0%	i	?	-3.6%
Cc1c(N=Cc2ccco2)c(=O)n(-c2ccccc2)n1C	/	/	/	-15.0%	2.6%	-0.7%	/	-2.1%[11.4 µM]	/	?	0.9%
COc1cccc(NS(=O)(=O)c2nc3nc(C)cc(C)n3n2)c1	/	/	/	6.2%	1.8%	2.5%	/	12.1%	/	?	-1.3%
CC(=O)C1=C(O)C(=O)N(CCc2c[nH]c3ccccc23)C1c1ccco1 (stereo not given)	?	?	?	21.0%	-3.5%	-6.6%	?	23.2%	i	-0.4%	-9.1%
COc1ccccc1-c1nc(C#N)c(N2CCN(c3ccccc3)CC2)o1	2.73e-08M*	i	i	-16.6%	2.2%	-2.4%	5.18e-08M*	105.0%	i	?	-4.0%
O=S(=O)(Nc1ccc2c(c1)OCO2)c1cccs1	i	i	i	-17.9%	-1.6%	-1.8%	i	-11.0%	i	7.5%	-6.4%
O=C(O)C1(NS(=O)(=O)c2ccc(F)c(Cl)c2)CCCCC1	i	i	i	6.3%	1.6%	-2.1%	i	-15.4%	i	25.8%	-2.0%
